A549 viability: A549 cytotoxicity, counter-screen for Nrf2 inhibitors | AID 504648 | hit rate 0.16% among 390,000 | A549 ARE-Fluc cells, CellTiter-Fluor viability, 18-24 h | Potency, µM (highest dose often 46 µM), for the others: top-dose activity change, negative = cytotoxicity, actives largely listed as inhibitors; further: potency means the concentration at half of the fitted maximal effect; on the % scale 0 is the no-effect control and ±100 the full control effect
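A549 ARE_Fluc cells in 5% FBS OPTI-MEM were exposed to compounds in concentration-response for 18-24 h at 37 deg C. Viability was read by CellTiter-Fluor fluorescence (Ex 405/Em 525) after 30 min, before the luciferase read.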
Nrf2 inh: inhibitors of Nrf2 signaling | hit rate 2.1% among 360,000 | AID 504444 | Potency, µM (top dose mostly 46 µM), without a hit: top-dose activity change, negative = inhibition, actives largely listed as inhibitors | A549 ARE-Fluc reporter, luciferase luminescence, 18-24 h; further: potency means the concentration at half of the fitted maximal effect; on the % scale 0 is the no-effect control and ±100 the full control effect; nearly all actives have a fitted effect of over 60% in size
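Reporter: ARE-Fluc in A549. Exposure: 18-24 h, 37 °C, 5% CO2, 5% FBS OPTI-MEM. Readouts: fluorescent cytotoxicity (CellTiter-Fluor), then luminescent Nrf2 signal after BugLite.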
HepG2 tox: kills HepG2 cells in TGF-b inhibitor counter-screen | HepG2 CAGA-GFP viability, ATP luminescence, 18 h | AID 588856 | hit rate 0.76% among 410,000 | Potency, µM (titrated, usually from 46.1 µM), inactives show at the top dose activity change, negative = cytotoxicity, hits mostly cytotoxic; further: potency means the concentration at half of the fitted maximal effect; some results filed as inactive show a strong effect at the top dose
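HepG2 CAGA-GFP cells (1000/well, DMEM with 1% FBS) received compound, then TGF-beta at 500 pg/mL final, and were incubated 18 hours at 37 degrees C. Viability was read by CellTiter-Glo luminescence. Media-only wells were set as complete cell-killing and DMSO as no toxicity.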
Nrf2 activator: activators of Nrf2 (ARE) signaling; hit rate 0.31% among 410,000; Potency, µM (titrated, usually from 46.1 µM), inactives show top-dose activation, hits mostly activators; AREc32 ARE-luciferase reporter (MCF7-derived line), luminescence, 24 h; AID 624171; further: potency means the concentration at half of the fitted maximal effect; % of control where 0% means no effect; nearly all actives have a fitted effect of over 65% in size
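Nrf2 activation is followed as ARE-luciferase induction in the AREc32 line after one day of compound treatment; luminescence is read with Steady-Glo.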
TGFb SMAD3 inh: inhibitors of TGF-b signaling; Potency, µM (doses to about 46.1 µM), without a hit: at the top dose activity, negative = inhibition, hits mostly inhibitors; HepG2 CAGA-GFP TGF-b/SMAD3 reporter, GFP fluorescence, 18 h; TGF-beta stimulated, 500 pg/mL final; hit rate 1.2% among 410,000; further: potency means the concentration at half of the fitted maximal effect; on the % scale 0 is the no-effect control and ±100 the full control effect; nearly all actives have a fitted effect of over 65% in size
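Per well, imaged GFP fluorescence of HEPG2 CAGA-GFP cells gives the signal; cells get compound, then TGF-beta (500 pg/mL final), 18 h at 37 degrees C; %Activity versus -TGF-beta and +DMSO controls.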
ATXN2 expr inh: inhibitors of ATXN2 expression | Potency, µM (top dose mostly 57 µM), inactives show top-dose activity change, negative = inhibition, usual class: inhibitors | hit rate 0.72% among 360,000 | HEK-293 ATXN2-luciferase reporter, luminescence, 24 h; further: potency means the concentration at half of the fitted maximal effect; on the % scale 0 is the no-effect control and ±100 the full control effect; nearly all actives have a fitted effect of over 55% in size
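ATXN2-luciferase reporter cells (luciferase flanked by upstream and downstream ATXN2 gene portions) were treated 24 h at 37 °C with compounds at up to 57 uM. SteadyGlo luminescence gave expression; GF-AFC fluorescence gave viability.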
MCF10A rerep: DNA re-replication induction in MCF 10a cells; Potency, µM (doses to about 46.1 µM), for inactives: at the top dose activity, positive = re-replication, usual class: activators; MCF 10A DNA re-replication, Hoechst nuclear intensity, 48 h; hit rate 2.9% among 350,000; further: potency means the concentration at half of the fitted maximal effect; % of control where 0% means no effect; nearly all actives have a fitted effect of over 50% in size
ATXN viability: reduces viability in counter-screen for ATXN expression inhibitors; S2 cells (HEK-293 line with an ATXN2-luciferase reporter) viability, CellTiter-Fluor protease fluorescence, 24 h; Potency, µM (titrated, usually from 56.7 µM), most hits filed as cytotoxic; hit rate 0.49% among 400,000; AID 651635; further: potency means the concentration at half of the fitted maximal effect; nearly all actives have a fitted effect of over 40% in size
IL-1B inflam inh: inhibitors of inflammasome signaling (IL-1 beta secretion); hit rate 4.7% among 360,000; THP-1 LPS/ATP IL-1B secretion, AlphaLISA, 16 h; stronger effect = lower value; activity change, % at 57.5 µM; in the data active means activity change below about -50%; inconclusive means mostly about -30% to -49%; further: on the % scale 0 is the no-effect control and ±100 the full control effect
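Secreted IL-1B measured by AlphaLISA bead assay after 16 h compound exposure of THP-1 cells; compounds (final up to 57.5 uM) added 1 h before LPS (250 ng/mL) and ATP (1.25 mM) stimulation; lower signal means less secretion.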
* marks the source's active call; other numbers are inactive results; i = inactive; ? = inconclusive; nt = not tested or not shown; & = joins results of further samples; [ ] = another dose, or the depositor's remark. Unless noted, the call rests on the fitted dose curve; in most records, active means well fitted curve in the direction sought with a large enough effect; inconclusive means small, poorly fitted or top-dose-only effect, or another doubt; inactive means no such curve, though single readings can be large; an effect the other way counts as inactive or inconclusive.

SMILES | A549 viability | Nrf2 inh | HepG2 tox | Nrf2 activator | TGFb SMAD3 inh | ATXN2 expr inh | MCF10A rerep | ATXN viability | IL-1B inflam inh
CCOc1ccc2nc(SCC(=O)N(CC(C)C)c3c(N)n(CC(C)C)c(=O)[nH]c3=O)[nH]c2c1 | 9% | 7% | 10% | 2.3% | -14% | 3% | 5% | i | 13
CCOc1ccc(CCNC(=O)C2CC(=O)N(Cc3ccc(OC)cc3)C2)cc1OCC (stereo not given) | 4% | -14% | -17% | 0.0% | 7% | nt | -3% | nt | 33
COC(=O)c1c(NC(=O)COC(=O)c2ccc(NC(=O)CC#N)cc2)sc2c1CCCCC2 | -2% | -6% | 10% | 0.3% | ? | 19% | ? | i | 11
Cc1ccc(NC(=O)COC(=O)Cn2cnc3ccccc32)cc1S(=O)(=O)N(C)C | -10% | 0% | 2% | 0.6% | 1% | -3% | -78%[inhibitor] | i | 25
CSc1ccc(CNC(=O)Cc2csc3ccccc23)cc1 | 9% | ? | -19% | 6.3% | nt | nt | nt | nt | nt
COc1ccc(CCNS(=O)(=O)c2ccc3c(c2)CCN3C(=O)C2CC2)cc1OC | -12% | -10% | -11% | -0.3% | 7% | 1% | 8% | i | -8
COc1ccc(S(=O)(=O)N2CCN(C(=O)c3ccc(COc4ccccc4)o3)CC2)cc1 | nt | nt | 23% | 7.2% | 24% | nt | nt | i | -14
O=C(Nc1nc(-c2ccc(Cl)s2)cs1)c1ccncc1 | -1% | ? | -15% | 18% | ? | -10% | 2% | i | -15
CC1Cc2cc(S(=O)(=O)CCC(=O)Nc3ccccc3F)ccc2N1C(=O)C1CC1 (stereo not given) | -1% | -35% | -9% | 0.4% | -2% | nt | nt | nt | nt
NS(=O)(=O)c1ccc(CCNC(=O)COC(=O)CCN2C(=O)C3CC=CCC3C2=O)cc1 (stereo not given) | 9% | 14% | -35% | -0.8% | -8% | -24% | -4% | i | 2
Cc1ccccc1NC(=O)CSc1nnc(-c2ccoc2C)n1CCc1ccccc1 | -12% | 2% | 2% | -0.2% | -1% | 0% | -22% | i | -4
CCC(=O)c1coc2ccc(O)cc12 | 1% | -7% | 5% | 22% | 8% | -23% | -1% | i | 21
CCc1ccc(NC2CC(=O)N(CCc3ccc(OC)c(OC)c3)C2=O)cc1 (stereo not given) | 3% | -11% | 5% | -0.3% | -22% | -21% | -1% | i | 2
O=C(C1COc2ccccc2O1)N1CCN(Cc2ccccc2)CC1 (stereo not given) | 10% | 5% | 7% | 0.3% | -3% | 6% | 28% | i | -29
O=C(CCN1C(=O)C2CCCCC2C1=O)N1CCN(S(=O)(=O)c2ccccc2)CC1 (stereo not given) | 0% | -17% | 3% | -0.2% | -3% | 4% | 2% | ? | 9
CC(C)(C)n1nnnc1C(c1cccnc1)N1CCN(c2ccccc2)CC1 (stereo not given) | -4% | 1% | 14% | 0.3% | 14% | -3% | -1% | i | -2
CC(=O)N1CCCc2cc(S(=O)(=O)N3CCCC(C(=O)Nc4ccc(C)c(C)c4)C3)ccc21 (stereo not given) | 0% | nt | -6% | -0.4% | 0% | 9% | nt | i | nt
CC(C)c1cccc(-c2ccc3c(c2)S(=O)(=O)c2cccc(C(=O)NCc4ccco4)c2C3=O)c1 | -8% | -13% | 8% | 1.1% | ? | ? | ? | ? | 7
Cc1cc2c(n1-c1ccc(C(=O)NCc3ccccc3Cl)cc1)CCCC2 | -2% | 5% | -23% | ? | -21% | -30% | nt | i | nt
Cc1c(C(=O)N(C)CCC#N)oc2ccc(S(=O)(=O)N3CCOCC3)cc12 | 0% | -2% | -7% | 0.2% | -3% | -2% | 2% | i | -2
Cc1ccc(S(=O)(=O)N2CCN(CC(=O)N/N=C/C=C/c3ccccc3)CC2)cc1 | 9% | 23% | 27% | 0.4% | -14% | 1% | -6% | i | -6
Cc1ccc(C(=O)C2=C(O)C(=O)N(Cc3ccccc3)C2c2cccnc2)o1 (stereo not given) | -16% | nt | -2% | 0.0% | -5% | -16% | 2% | i | 21
CCCCCC(=O)NNC(=S)NC(=O)c1cccc([N+](=O)[O-])c1 | -3% | 4% | -13% | -0.1% | -8% | -19% | 7% | ? | 33
Cc1ccc(C)c(NC(=O)C2CCCN(S(=O)(=O)c3c(C)nn(C)c3C)C2)c1 (stereo not given) | 0% | 10% | -1% | -0.3% | -17% | -8% | 54% | i | 23
CCCCn1c(N)c(N(CC(C)C)C(=O)C2CCN(C(=O)c3ccc(F)cc3)CC2)c(=O)[nH]c1=O | 0% | 1% | -6% | -0.5% | 0% | 2% | 5% | i | 3

(listing goes on)
SMILES | A549 viability | Nrf2 inh | HepG2 tox | Nrf2 activator | TGFb SMAD3 inh | ATXN2 expr inh | MCF10A rerep | ATXN viability | IL-1B inflam inh
COC(=O)c1ccc(Nc2nc(C)cc(=O)[nH]2)cc1 | -3% | 14% | -1% | 1.8% | -2% | 3% | 15% | i | 70
O=C(Cc1ccc(S(=O)(=O)N2CCCCC2)s1)Nc1ccc(F)cc1F | -2% | 1% | -21% | 0.1% | 0% | -1% | 9% | i | -2
Cc1cccc(OCc2nnc(SCC(=O)Nc3ncc(C)s3)o2)c1 | 0% | -3% | 7% | 1.5% | -3% | nt | -9% | i | 0
CCCC(=O)Nc1ccc(NC(=O)c2ccco2)c(OC)c1 | -2%[1.84 µM] | 1% | 4% | -0.2% | -1% | 52%[activator] | -4% | i | -20
CCOc1ccc2oc(C(=O)OC(C(=O)NC(N)=O)C(C)C)c(C)c2c1 (stereo not given) | 5% | 6% | -11% | 2.3% | -1% | 13% | 6% | i | -12
O=C(CCCOc1ccccc1)NCCc1ccccc1 | -11% | -3% | 5% | 0.4% | ? | 27% | 5% | i | 15
CCc1ccc(NC(=O)CCn2c(=O)c3cccn3c3ccccc32)cc1 | -5%&-1% | ? | -14%&-6% | 0.4%&5.4% | -18%&0% | -18% | ? | i | 50
Cc1ccc(NC(=O)C(=O)NNC(=O)c2ccccc2C)cc1Cl | 0% | -21% | -6% | 0.5% | 1% | 1% | 3% | ? | -9
CCOc1ccc(CCNC(=O)c2nnn(CC(=O)Nc3ccccc3C)c2N)cc1OCC | 0% | -7% | 9% | -0.7% | 7% | -6% | 1% | i | 10
Cc1ccc(S(=O)(=O)NCCn2cnc([N+](=O)[O-])n2)cc1 | 0% | -13% | 5% | -0.4% | 0% | 0% | 0% | i | 25
COc1ccc(N2CC(C(=O)N3CCC4(CC3)CC(=O)c3ccccc3O4)CC2=O)cc1 (stereo not given) | -17% | ? | -3% | -0.1% | -7% | -9% | 10% | ? | 9
N#CC(C(=O)c1ccco1)c1ccccn1 (stereo not given) | ? | ? | -13% | 8.2% | 3% | 18% | 24% | ? | ?
C=CCOc1ccccc1CN1CCC(Oc2cc(C(=O)NC3CC3)ccc2OC)CC1 | -14% | -4% | -14% | 0.1% | 11% | -3% | -4% | i | -7
Cc1ccc(S(=O)(=O)N2CCOCC2)cc1C(=O)OCC(=O)NC1CCS(=O)(=O)C1 (stereo not given) | 1% | 11% | -12% | 5.1% | 3% | -1% | 3% | i | -5
CCN(CC(=O)NCc1ccc(Cl)cc1)C(=O)c1ccc(S(=O)(=O)NCc2ccco2)cc1 | -2% | 1% | 1% | -0.1% | -19% | -11% | -2% | i | i
COc1cc(/C=N/NC(=O)c2ccc(Cl)c(S(N)(=O)=O)c2)ccc1OCC(N)=O | -3% | 2% | -9% | -0.4% | 0% | -21% | -4% | i | 19
CCOc1ccc(NC(=O)N2CCC(c3nc4ccccc4[nH]3)CC2)cc1 | 2% | -7% | 5% | 0.1% | -1% | 5% | 23% | i | -12
Cc1ccc(C)c(NC(=O)CN(C)C(C)C(=O)N2CC(C)CC(C)C2)c1 (stereo not given) | 0% | 8% | -15% | 1.8% | 5% | 13% | 4% | i | 10
Cc1ccc2c(c1)c1c3n2CCN(C(=O)c2cccc(C(F)(F)F)c2)C3CCC1 (stereo not given) | -3% | ? | -3% | 4.3% | ? | nt | nt | nt | nt
COC(=O)/C(=C/Nc1ccccc1)[N+](=O)[O-] | 0% | 3% | 10% | 0.0% | 1% | 0% | 7% | i | 0
O=S(=O)(Nc1ccc(S(=O)(=O)Nc2nccs2)cc1)c1ccc(Br)cc1 | -6% | -11% | -12% | -1.7% | ? | -8% | 13% | i | -9
CCCCCCOC(=O)C[N+](C)(C)CCOC1CC2CCC1(C)C2(C)C (stereo not given) | 1% | -14% | -11% | 0.8% | 0% | -6% | ? | i | -2
C#CCOCCOCCOCCNc1nc(N2CCN(C(=O)[C@H](CCCN=C(N)N)n3cc(C(N)[C@@H](C)CC)nn3)CC2)nc(N2CCN(C(=O)[C@H](CCCCN)n3cc([C@@H](N)[C@H](C)CC)nn3)CC2)n1 (stereo not given in full) | -1% | 1% | -4% | -0.9% | 3% | 1% | 5% | i | 0

Fetched by compound from the entries so far:
SMILES | A549 viability | Nrf2 inh | HepG2 tox | Nrf2 activator | TGFb SMAD3 inh | ATXN2 expr inh | MCF10A rerep | ATXN viability | IL-1B inflam inh
Cc1ccc2c(c1)c1c3n2CCN(C(=O)c2cccc(C(F)(F)F)c2)C3CCC1 (stereo not given) | -3% | ? | -3% | 4.3% | ? | nt | nt | nt | nt
Cc1cccc(OCc2nnc(SCC(=O)Nc3ncc(C)s3)o2)c1 | 0% | -3% | 7% | 1.5% | -3% | nt | -9% | i | 0
O=C(Cc1ccc(S(=O)(=O)N2CCCCC2)s1)Nc1ccc(F)cc1F | -2% | 1% | -21% | 0.1% | 0% | -1% | 9% | i | -2
CCc1ccc(NC(=O)CCn2c(=O)c3cccn3c3ccccc32)cc1 | -5%&-1% | ? | -14%&-6% | 0.4%&5.4% | -18%&0% | -18% | ? | i | 50

Compound activity (PubChem)
